# Cdc42 wt = modulators (inhibitors or activators) of GTP binding to human Cdc42 wildtype | P60953 | GST-Cdc42 beads, Bodipy-GTP binding, flow cytometry; actives lie on both sides | percent activity (GTP binding), % at 10 µM | 190,000 tested, 0.2% active | AID 761;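 active = percent activity GTP binding at least 20 points away from the 100% baseline, either down as inhibitor or up as activator; inconclusive = compound flagged as likely green fluorescent from well-wide comparison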;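 note: median bead fluorescence of bound Bodipy-FL-GTP at 100 nM; 0% = excess unlabeled GTP control and 100% = no compound control; below 100% means less GTP binding so inhibitor and above means activator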
# Target sequence (P60953 whole entry, looked up): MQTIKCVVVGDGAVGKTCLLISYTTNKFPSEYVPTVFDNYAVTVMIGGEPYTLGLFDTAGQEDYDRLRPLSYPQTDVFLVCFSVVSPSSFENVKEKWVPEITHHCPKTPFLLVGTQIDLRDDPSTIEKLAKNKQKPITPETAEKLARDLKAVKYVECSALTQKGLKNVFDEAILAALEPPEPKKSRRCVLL
# Mcl1 Bid PPI = disrupts binding of human Mcl-1 to Bid peptide | 220,000 tested, 0.97% active | inhibition, % at 21.7 µM | TR-FRET Mcl-1/Bid-Dy647 peptide binding, 1536-well;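 active = compounds that cut the binding signal by more than half at the single screening dose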;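 note: His-tagged Mcl-1 with europium anti-His antibody binding Bid BH3 peptide; 0% = Mcl-1 plus peptide wells and 100% = peptide-only wells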
# RGS8-Gao = human RGS8-Galphao interaction regulation | P09471 | 220,000 tested, 0.34% active | AID 1423 | response (percent of control binding), % at 10 µM | multiplexed bead flow cytometry, RGS8-Galphao binding; actives lie on both sides; in the data active = response below about 60% or above about 140%; inactive = in between;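 note: Galphao activated as the GDP aluminium fluoride complex binding bead-coupled RGS8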
# Target sequence (P09471 whole entry, looked up): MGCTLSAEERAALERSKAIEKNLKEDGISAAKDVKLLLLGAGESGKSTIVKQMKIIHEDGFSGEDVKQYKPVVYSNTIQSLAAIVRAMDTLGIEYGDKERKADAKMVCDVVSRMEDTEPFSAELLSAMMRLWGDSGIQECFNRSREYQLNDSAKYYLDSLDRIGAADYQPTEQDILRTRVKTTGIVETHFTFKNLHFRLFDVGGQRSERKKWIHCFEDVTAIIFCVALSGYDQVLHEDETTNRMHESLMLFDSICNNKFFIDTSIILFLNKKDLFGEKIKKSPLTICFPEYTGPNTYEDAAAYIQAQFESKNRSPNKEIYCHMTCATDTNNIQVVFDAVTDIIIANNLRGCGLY
# Rac1 wt modul = alters GTP binding to wildtype human Rac1 | 190,000 tested, 0.27% active | GST-Rac1 beads, fluorescent GTP binding, flow cytometry; actives lie on both sides; 0 = cold GTP competed, 100 = untreated | GTP binding activity (% of control), % at 10 µM | AID 757;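 active = GTP binding activity at least 20 points away from the 100% control level, either lower or higher; inconclusive = compound flagged as likely green fluorescent, judged across all proteins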
# Mcl1-Noxa inh = Mcl-1/Noxa interaction inhibition; inhibition, % at 21.7 µM; 220,000 tested, 1.5% active; AID 1022; TR-FRET Mcl-1/Noxa peptide binding, 2 h;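 active = compounds that cut the protein-peptide binding signal by more than 50% relative to plate controls in a single-dose test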;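 note: His-tagged Mcl-1 with rhodamine Noxa BH3 peptide and terbium anti-His antibody; 0% = Mcl-1 plus Noxa peptide wells and 100% = peptide-only wells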
# Rab7 wt GTP bind = modulators of GTP binding to dog Rab7 wildtype GTPase | GST-Rab7 beads, fluorescent GTP binding, flow cytometry; actives lie on both sides; untreated = 100%, excess cold GTP = 0% | GTP binding activity (percent of control), % at 10 µM | 190,000 tested, 0.055% active | AID 758;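 active = fluorescent GTP binding to Rab7 beads changed by at least 20 points from the 100% baseline, either direction, mostly lower; inconclusive = compound itself probably fluorescent, or too few beads counted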;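 note: median green fluorescence of bound Bodipy-FL-GTP per Rab7 bead population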
# Pf gamet viab = P. falciparum stage V gametocyte viability inhibition; P. falciparum stage V gametocytes, ATP luminescence, 24 h; inhibition, % at 10.9 µM; 150,000 tested, 0.065% active;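 active = inhibition above the mean plus 3 SD of compounds within the control limits, set per campaign, cut at about 38% in these data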;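 note: 0% = DMSO wells and 100% = medium only without gametocytes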
# Rac1 act GTP bind = alters GTP binding to activated mutant human Rac1; 190,000 tested, 0.11% active; AID 764; percent activity (GTP binding), % at 10 µM; GST-Rac1 activated beads, fluorescent GTP binding, flow cytometry; actives lie on both sides; 100% means binding = to untreated wells;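 active = GTP binding at least 20 percentage points away from the 100% baseline, in either direction, so actives lie on both sides; inconclusive = Compound likely fluorescent itself, or too few beads counted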
# Mcl-1 Bim block = human Bim-Mcl-1 interaction inhibition; Bead-based flow cytometry, Bim peptide-Mcl-1 binding; inhibition, % at 10 µM; Q07820; 190,000 tested, 0.1% active; in the data active = inhibition above about 40%;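 note: 0% = no compound tracer wells and 100% = peptide blocker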
# HRas wt GTP = human HRas wildtype GTP binding, change in either direction; P01112; GST-Ras wt beads, Bodipy-FL-GTP binding, flow cytometry; actives lie on both sides; GTP binding activity, % at 10 µM; 190,000 tested, 0.14% active; AID 759;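 active = GTP binding activity at least 20% away from the 100% baseline, either lowered as inhibitor or raised as activator; inconclusive = flagged as likely green fluorescent, judged across all proteins in the well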;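 note: 0% = unlabeled GTP competition control and 100% = no-compound control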
# Target sequence (P01112 whole entry, looked up): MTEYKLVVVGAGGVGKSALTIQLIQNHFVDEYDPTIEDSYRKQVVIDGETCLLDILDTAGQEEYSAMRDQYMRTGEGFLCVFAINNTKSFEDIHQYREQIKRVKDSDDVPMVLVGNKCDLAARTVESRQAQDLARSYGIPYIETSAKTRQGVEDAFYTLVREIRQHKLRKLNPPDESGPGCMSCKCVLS
# Rab2A wt mod = changes GTP binding to wildtype dog Rab2A, up or down; GST-Rab2 wt beads, Bodipy-GTP binding, flow cytometry; P61105; 190,000 tested, 0.19% active; GTP binding activity, % at 10 µM;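 active = GTP binding activity at least 20 points away from 100%, either lowered or raised; inconclusive = signal likely due to the compound's own green fluorescence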;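 note: 0% = beads with excess unlabeled GTP and 100% = no-compound control corrected for plate trend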
# * marks the source's active call; other numbers are inactive results; ? = inconclusive; . = no result given; [ ] = another dose, or the depositor's remark.
1) COc1nc(/C(N)=N/O)nc(N2CCCCC2)n1
2) Cc1ccc(-c2nc3nc4ccccc4nc3n2Cc2ccco2)cc1
3) Cn1cccc1-c1cc(C(=O)N2CCc3c([nH]c4ccccc34)C2c2ccccn2)[nH]n1 (stereo not given)
4) CCOC(=O)C1C(=O)CC(C)(O)C(C(=O)OCC)C1c1ccccc1 (stereo not given)
5) COc1ccc(S(=O)(=O)NCCCN2CCOCC2)c2ccccc12
6) O=C1CC(Nc2ccc(N3CCOCC3)cc2)C(=O)N1CCc1ccccc1 (stereo not given)
7) Cc1cc(C)n(CC(=O)N2c3ccccc3Sc3ccc(C(F)(F)F)cc32)n1
8) CCC(=O)N1CCc2cc(Br)cc(S(=O)(=O)N3CCN(C(=O)c4ccco4)CC3)c21

Assay by compound	1	2	3	4	5	6	7	8
Cdc42 wt	101	97	96	103	100	97	103	100
Mcl1 Bid PPI	-24	-5	-19	12	-2	-27	-2	-21
RGS8-Gao	104	95	103	102	99	100	102	95
Rac1 wt modul	105	96	98	107	99	95	104	98
Mcl1-Noxa inh	-1	12	16	12	-2	4	12	-9
Rab7 wt GTP bind	95	95	101	99	97	98	101	100
Pf gamet viab	.	.	-5	.	.	.	-1	.
Rac1 act GTP bind	102	94	95	99	94	97	102	100
Mcl-1 Bim block	0	-2	0	-2	-1	-3	-3	-5
HRas wt GTP	100	97	97	100	99	99	101	101
Rab2A wt mod	99	96	98	100	96	99	101	99

9) O=C(Nc1nnc(-c2ccccc2F)s1)C1CCCO1 (stereo not given)
10) Cc1nn(-c2ccccc2)c(C)c1/C=N/NC(=O)c1cccs1
11) COc1ccc(-c2ccc(/C=C3\C(=O)N(c4ccccc4)N=C3c3ccccc3)o2)c([N+](=O)[O-])c1
12) COC(=O)c1oc(-c2ccc(Cl)cc2)nc1C
13) O=C(c1ccc(COc2ccccc2Br)o1)N1CCCCCC1
14) O=C(CSc1nc(-c2ccccc2)cs1)N1CCc2ccccc21
15) O=C(CNc1ccc(Cl)cc1)NNC(=S)NCc1ccccc1
16) CSc1ncccc1C(=O)N1CCCC(CCC(=O)NCc2ccc(F)c(F)c2)C1 (stereo not given)

Assay by compound	9	10	11	12	13	14	15	16
Cdc42 wt	104	99	94	93	100	108	101	99
Mcl1 Bid PPI	-16	1	-8	-1	6	-1	-55	-3
RGS8-Gao	.	98	97	100	101	99	101	101
Rac1 wt modul	106	96	96	101	102	108	103	102
Mcl1-Noxa inh	15	16	-8	4	4	-10	-6	-18
Rab7 wt GTP bind	97	100	98	94	99	102	107	104
Pf gamet viab	.	7	.	2	-14	-28	-33	-6
Rac1 act GTP bind	99	98	91	93	100	102	98	100
Mcl-1 Bim block	0	19	5	1	0	1	3	-1
HRas wt GTP	102	96	99	95	100	102	104	98
Rab2A wt mod	100	97	93	94	100	104	101	101

# As a working copy, some entries already given.
12) COC(=O)c1oc(-c2ccc(Cl)cc2)nc1C
13) O=C(c1ccc(COc2ccccc2Br)o1)N1CCCCCC1
14) O=C(CSc1nc(-c2ccccc2)cs1)N1CCc2ccccc21
15) O=C(CNc1ccc(Cl)cc1)NNC(=S)NCc1ccccc1
16) CSc1ncccc1C(=O)N1CCCC(CCC(=O)NCc2ccc(F)c(F)c2)C1 (stereo not given)

Assay by compound	12	13	14	15	16
Cdc42 wt	93	100	108	101	99
Mcl1 Bid PPI	-1	6	-1	-55	-3
RGS8-Gao	100	101	99	101	101
Rac1 wt modul	101	102	108	103	102
Mcl1-Noxa inh	4	4	-10	-6	-18
Rab7 wt GTP bind	94	99	102	107	104
Pf gamet viab	2	-14	-28	-33	-6
Rac1 act GTP bind	93	100	102	98	100
Mcl-1 Bim block	1	0	1	3	-1
HRas wt GTP	95	100	102	104	98
Rab2A wt mod	94	100	104	101	101

# Further results follow:
17) CC1CCCCC1N=C1NC(C)(C)CS1 (stereo not given)
18) CCN(CC)CCN1C(=O)C(=O)/C(=C(/O)c2ccc(OC)cc2)C1c1cccs1 (stereo not given)
19) Cc1cccc(C)c1NC(=O)/C(=C/c1ccco1)c1ccccc1
20) COc1cc(NC(=S)NC(=O)c2c(OC)cccc2OC)ccc1NC(=O)c1cccs1
21) Cc1ccc(CN2CCN(/N=C/c3ccc(Cl)c([N+](=O)[O-])c3)CC2)cc1
22) COc1ccc(Br)cc1CN(C)CC(=O)Nc1cc(Cl)ccc1Cl
23) O=S1(=O)N=C(N(CCO)/N=C/c2ccccc2)c2ccccc21
24) O=c1ccn(Cc2ccccc2)c(=O)n1Cc1ccccc1

Assay by compound	17	18	19	20	21	22	23	24
Cdc42 wt	101	106	98	102	96	96	71*	100
Mcl1 Bid PPI	-19	-38	-38	-24	-26	15	7	1
RGS8-Gao	100	101	103	104	103	104	100	97
Rac1 wt modul	104	104	101	98	97	102	70*	106
Mcl1-Noxa inh	13	9	-4	21	10	-2	13	-11
Rab7 wt GTP bind	100	100	95	99	108	98	91	102
Pf gamet viab	-22	.	7	.	-5	.	.	-11
Rac1 act GTP bind	96	99	97	100	92	98	83	99
Mcl-1 Bim block	-1	-5	0	-2	0	-3	12	13
HRas wt GTP	99	103	100	102	98	99	72*	102
Rab2A wt mod	98	99	96	100	99	99	70*	101

25) COc1ccc(CNC(=O)c2cccc(C)c2[N+](=O)[O-])cc1
26) Nc1nc(N)nc(-c2ccc(Cl)cc2)n1
27) COCCn1cnc2c1c(=O)n(CC(=O)OCC(=O)NCC(F)(F)F)c(=O)n2Cc1ccccc1
28) C=CCn1c(=NC(=O)C2CC2)sc2cc(NC(C)=O)ccc21
29) O=C(NCc1ccccc1Cl)C(=O)NCC1OCCN1S(=O)(=O)c1cccs1 (stereo not given)
30) COc1ccc(/C=N/n2c(=O)[nH]c3c([nH]c4ccc(Br)cc43)c2=O)cc1CN1CCOCC1
31) COc1ccc(C2C(C(=O)N3CCCC3)CC(=O)N2c2ccc(OC)cc2)cc1 (stereo not given)
32) O=C(OCC(=O)c1c[nH]c2ccccc12)C1=COCCO1

Assay by compound	25	26	27	28	29	30	31	32
Cdc42 wt	101	100	102	101	101	97	103	100
Mcl1 Bid PPI	-7	-2	-17	8	-17	10	-16	-17
RGS8-Gao	103	100	101	104	99	102	99	126
Rac1 wt modul	104	101	100	104	101	96	101	101
Mcl1-Noxa inh	14	4	-8	21	15	54*	7	5
Rab7 wt GTP bind	102	97	97	100	96	94	104	98
Pf gamet viab	-9	.	8	.	22	.	.	.
Rac1 act GTP bind	99	99	99	100	100	95	100	99
Mcl-1 Bim block	-3	0	-3	2	-3	-3	-1	0
HRas wt GTP	100	100	96	100	100	97	103	102
Rab2A wt mod	100	99	95	101	98	94	102	102

33) CS(=O)(=O)c1nc(-c2ccc(F)cc2)cc(C(F)(F)F)n1
34) COc1cc(C(=O)ON=C2C(C)=CC(=O)C=C2C)cc(OC)c1OC
35) O=C(COC(=O)c1ccco1)Nc1ccccc1[N+](=O)[O-]
36) Cc1cccnc1CCNC(=O)CCc1nnc(-c2ccccc2)o1
37) O=C(Cn1c(=O)c(=O)n(Cc2ccccc2)c2ccc(Cl)cc21)Nc1ccc(F)cc1F
38) CC(/C=C1\SC(=S)N(NC(=O)c2ccccc2C)C1=O)=C\c1ccccc1
39) Cc1ccccc1OCC(=O)OCC(=O)NCC1CCCO1 (stereo not given)
40) O=C(COc1ccc2ccccc2c1)NCCc1ccc2c(c1)OCCO2

Assay by compound	33	34	35	36	37	38	39	40
Cdc42 wt	?	100	94	101	97	?	98	?
Mcl1 Bid PPI	-68	-14	-19	-21	-51	-46	-9	-6
RGS8-Gao	98	97	102	99	98	100	101	106*[activator]
Rac1 wt modul	?	104	94	106	95	?	101	?
Mcl1-Noxa inh	6	12	20	13	-17	18	-4	-4
Rab7 wt GTP bind	?	98	95	101	96	?	106	?
Pf gamet viab	-8	-8	-42	6	-5	7	-15	-16
Rac1 act GTP bind	?	101	93	105	94	?	95	?
Mcl-1 Bim block	-8	-6	0	0	0	-1	0	-4
HRas wt GTP	?	100	93	100	97	?	101	?
Rab2A wt mod	?	100	94	100	97	?	98	?

41) CC1CCCN(c2ccc(C(=O)NCc3ccccc3)cn2)C1 (stereo not given)
42) COc1cccc(OC)c1OCCCCCc1c(C)n[nH]c1C
43) CC1=Nc2ccccc2/C1=C\c1sc(Nc2ccc(C)cc2)nc1O
44) Cc1ccc(/C=N/NC(=O)CSCc2ccc(Cl)cc2)cc1
45) O=C(O)C1CCCCN1S(=O)(=O)c1ccc2ccccc2c1 (stereo not given)
46) CCc1nc(SCC(=O)c2ccc3c(c2)OCCO3)c2ccccc2n1
47) CCNS(=O)(=O)c1ccc(OC)c(C)c1
48) Cc1ccc2occ(C3N[C@H](C(=O)O)CS3)c(=O)c2c1 (stereo not given in full)

Assay by compound	41	42	43	44	45	46	47	48
Cdc42 wt	97	95	?	99	96	92	101	95
Mcl1 Bid PPI	-10	29	-46	-19	-19	4	7	-82
RGS8-Gao	102	100	101	99	105	142*[activator]	101	103
Rac1 wt modul	101	95	?	99	96	90	100	97
Mcl1-Noxa inh	6	22	13	18	12	4	3	14
Rab7 wt GTP bind	103	92	?	99	95	93	99	92
Pf gamet viab	.	5	-7	.	0	.	.	.
Rac1 act GTP bind	95	93	?	95	95	91	98	97
Mcl-1 Bim block	0	0	1	-5	3	-3	-3	-2
HRas wt GTP	98	95	?	99	95	95	99	96
Rab2A wt mod	101	99	?	100	94	94	101	96

49) CCN1C(=O)C(C(=O)Nc2ccc(OC)cc2)C2CC1(C)Oc1ccccc12 (stereo not given)
50) Cc1ccc(CNC(=O)c2cccc(OCc3c(C)noc3C)c2)cc1
51) CC1CCN(c2ccccc2NC(=S)NC(=O)c2cccs2)CC1
52) CCOC(=O)CN1CC23C=CC(O2)C(C(=O)Nc2cc(OC)ccc2OC)C3C1=O (stereo not given)
53) CCOc1ccc(C(=O)NCC2(c3ccccc3)CCOCC2)cc1
54) COC(=O)C1=C(C)N(C(C)c2ccccc2)C(=O)C1 (stereo not given)

Assay by compound	49	50	51	52	53	54
Cdc42 wt	99	101	96	98	101	102
Mcl1 Bid PPI	11	-28	-77	-21	-10	-17
RGS8-Gao	104	102	100	102	98	106
Rac1 wt modul	98	103	97	98	106	104
Mcl1-Noxa inh	6	-14	14	22	1	3
Rab7 wt GTP bind	95	97	93	99	109	101
Pf gamet viab	.	.	.	.	4	-3
Rac1 act GTP bind	94	97	100	95	99	100
Mcl-1 Bim block	1	0	-3	-1	3	-6
HRas wt GTP	98	100	94	99	103	101
Rab2A wt mod	97	99	97	98	104	101

# From PubChem
